# VHR inh abs – inhibitors of human VHR1 phosphatase (DUSP3) | actives 0.52% (n = 290,000) | recombinant VHR phosphatase, pNPP absorbance | inhibition, % at 13.3 µM | AID 1654 | P51452; in the data active = inhibition above about 50%; note: some compounds called inactive have numbers as strong as hits
# SARS 3CLpro inh – SARS-CoV 3CLpro protease inhibition | P0C6X7 | recombinant SARS-CoV 3CLpro, quenched FRET peptide cleavage | inhibition, % at 6 µM | actives 0.14% (n = 290,000) | AID 1706; in the data active = inhibition above about 12%
# PfHsp40 yeast – restores yeast growth despite PfHsp40 toxicity | S. cerevisiae expressing PfHsp40, growth rescue, ATP luminescence | growth rescue, % at 12.5 µM | actives 0.68% (n = 340,000); in the data active = growth rescue above about 28%, passing the limit was not always enough; inconclusive = no clear call, values can overlap the other calls;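 note: yeast W303a lacking pdr1 and pdr3 grown in galactose medium; growth measured after three days at 30 °C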
# TcdB GH inh – inhibitors of Clostridioides difficile toxin B glycohydrolase; P18177; TcdB glycohydrolase enzymatic assay, plate reader; inhibition, % at 9.99 µM; actives 0.24% (n = 350,000); AID 652162; in the data active = inhibition above about 10%
# SSB-PriA inh – blocks PriA binding to SSB C-terminal tail; actives 0.6% (n = 430,000); AlphaScreen SSBct-PriA binding, biotinylated peptide; inhibition, % at 33 µM; in the data active = inhibition mostly above about 37%, no sharp cut-off; inactive = mostly below about 20%;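 note: plate controls were negative control peptide for no effect and reference peptide for full effect; strong numbers were not always called active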
# Yp Topo-I inh – inhibitors of Yersinia pestis topoisomerase I; Y. pestis Topo-I cleavage product accumulation, plate reader; activity, % at 10 µM; actives 0.064% (n = 360,000); in the data active = activity above about 50%, passing the limit was not always enough; inconclusive = no clear call, values can overlap the other calls; note: inactives centre near 2
# BoNT-A LC inh2 – blocks Botulinum neurotoxin A light chain protease | actives 0.17% (n = 360,000) | inhibition, % at 10 µM | multiplex microsphere protease substrate cleavage, flow cytometry; note: plate controls were buffer without enzyme for full effect and enzyme alone for no effect
# Anthrax LF inh2 – inhibitors of Bacillus anthracis lethal factor protease | AID 588501 | P15917 | actives 0.12% (n = 360,000) | inhibition, % at 10 µM | multiplex microsphere protease cleavage assay, LF; note: plate controls were buffer without enzyme for full effect and enzyme alone for no effect
# BH1578 lux ind – inducers of Vibrio cholerae quorum light production without autoinducers; V. cholerae BH1578 lux reporter, luminescence, 6 h; activation, % at 18.7 µM; actives 0.16% (n = 350,000); AID 588436; in the data active = activation mostly above about 9.7%, no sharp cut-off; inconclusive = no clear call, values can overlap the other calls; inactive = mostly below about 3.7%; note: not every result past the cut was called active; inactives centre near 0; reference of the scale not given here
# CCHF vOTU inh – blocks the CCHF virus ovarian tumor domain protease; inhibition, % at 11.5 µM; actives 0.55% (n = 370,000); CCHFV vOTU protease, Pep-AMC fluorescence; in the data active = inhibition above about 30%; note: 0% = vehicle wells with enzyme and 100% = no enzyme wells
# Numbers without * were called inactive; i = inactive; u = inconclusive; x = not tested or not shown; & = joins results of further samples. Cut-off read from the data, not from the text of the source, unless noted: active = inhibition above about 30%; inconclusive = no clear call, values can overlap the other calls; inactive = below that.
# Screens in order: VHR inh abs	SARS 3CLpro inh	PfHsp40 yeast	TcdB GH inh	SSB-PriA inh	Yp Topo-I inh	BoNT-A LC inh2	Anthrax LF inh2	BH1578 lux ind	CCHF vOTU inh
O=C(NC1CCCCCC1)C1c2ccccc2C(=O)N1C1CC1 (stereo unspecified)
    26	-3	0.1	1.1	-14	-9	-0.8	-4	0.2	x
O=C1NC(=S)NC(=O)C12C(c1ccccc1)NC(=S)NC2c1ccccc1 (stereo unspecified)
    0	1	-0.9	0.8	2&-10	2	0.5	1	0.8	8
CC(C)[C@H](NC(=O)Nc1ccc(S(N)(=O)=O)cc1)C(=O)O
    6	-5	-0.3	x	-13	0	-1.3	1	-0.3	-15
N/C(=N\OC(=O)c1ccc2ccccc2c1)c1cccc([N+](=O)[O-])c1
    1	-7	-0.2	x	x	4	0.1	0	i	-3
O=C(NC1CCCCC1)c1cc(-c2ccc(Cl)cc2)on1
    21	-5	-2.0	1.2	-4	5	-1.8	5	-1.2	8
CN1C(=O)C(CC#N)(C2(CC#N)C(=O)N(C)c3ccccc32)c2ccccc21 (stereo unspecified)
    x	x	-0.2	0.9	0	0	-1.0	-4	i	-3
CCOc1ccc(/C=C/C(=O)N(CC)CC(=O)Nc2c(F)cccc2F)cc1OC
    x	x	x	-1.7	x	-14	0.2	2	i	-9
O=C(O)c1ccc(N2CCCCC2)cc1
    22	-3	-2.0	1.2	-13	-3	0.3	-6	-0.8	-3
Cc1c(C(=O)NCC2COc3ccccc3O2)oc2ccc(S(=O)(=O)N3CC(C)CC(C)C3)cc12 (stereo unspecified)
    -8	-3	0.3	x	-3	6	-0.3	-3	-1.7	-3
O=C(CCNS(=O)(=O)c1ccc(Cl)cc1)N1CCN(c2ncccn2)CC1
    x	x	-2.1	2.3	4	2	x	x	i	0
CCn1c(Cc2ccc(OC)cc2)nnc1SCC(=O)N1CCN(c2ccccc2)CC1
    0	-1	-0.6	x	-4	37	1.3	0	-0.1	-8
C#CCOCCOCCOCCNc1nc(N2CCOCC2)nc(N2CCN(C(=O)[C@H](Cc3cc4ccccc4[nH]3)n3cc([C@@H](N)CC(C)C)nn3)CC2)n1
    21	-3	-1.1	x	13	0	-0.1	3	-5.0	x
COc1ccc(C(=O)c2ccccc2O)c(O)c1
    x	x	0.4	1.6	-9	13	-1.6	-22	-1.0	11
CSc1ccc(N=Nc2c(C)[nH]n(C)c2=O)cc1
    18	8	1.2	1.8	37	-2	3.2	-1	-0.7	-1
CCOC(=O)N1CCN(C(=O)C2CCN(c3nnc(-n4cccc4)s3)CC2)CC1
    -14	1	0.9	-1.2	-2	18	0.2	-1	-0.4	-3
N#CCC(=O)c1sccc1-n1cccc1
    9	-1	-0.5	-0.3	-2	6	-0.9	-2	-0.2	-4
O=C(CSc1nnc(Nc2ccccc2)s1)Nc1cccc(S(=O)(=O)N2CCCCC2)c1
    8	8	2.5	-0.5	1	-1	-0.3	-1	i	3
CN=C(c1ccccc1)c1c(C)cccc1C
    34	-1	-0.6	x	-11	2	0.2	-1	-0.4	-4
O=C(NC(=S)Nc1cccc(O)c1)C1CCCCC1
    x	x	2.6	0.9	1	3	0.1	0	i	4
Cc1cccc(OCC(=O)NCC(C)(C)N2CCOCC2)c1
    x	x	0.4	0.4	-10	-6	-2.9	0	1.6	6

# Profiles, looked up by structure.
# C#CCOCCOCCOCCNc1nc(N2CCOCC2)nc(N2CCN(C(=O)[C@H](Cc3cc4ccccc4[nH]3)n3cc([C@@H](N)CC(C)C)nn3)CC2)n1 is listed as VHR inh abs: 21; SARS 3CLpro inh: -3; PfHsp40 yeast: -1.1; TcdB GH inh: x; SSB-PriA inh: 13; Yp Topo-I inh: 0; BoNT-A LC inh2: -0.1; Anthrax LF inh2: 3; BH1578 lux ind: -5.0; CCHF vOTU inh: x
# CCn1c(Cc2ccc(OC)cc2)nnc1SCC(=O)N1CCN(c2ccccc2)CC1 is listed as VHR inh abs: 0; SARS 3CLpro inh: -1; PfHsp40 yeast: -0.6; TcdB GH inh: x; SSB-PriA inh: -4; Yp Topo-I inh: 37; BoNT-A LC inh2: 1.3; Anthrax LF inh2: 0; BH1578 lux ind: -0.1; CCHF vOTU inh: -8

# Next records follow.
# Screens in order: VHR inh abs	SARS 3CLpro inh	PfHsp40 yeast	TcdB GH inh	SSB-PriA inh	Yp Topo-I inh	BoNT-A LC inh2	Anthrax LF inh2	BH1578 lux ind	CCHF vOTU inh
CC(C)(C)NC(=O)C(c1ccsc1)N(CCc1ccccc1)C(=O)Cn1nnc2ccccc21 (stereo unspecified)
    14	-4	1.0	x	3	1	1.9	-1	7.1	-2
Cc1ccc(C2=NOC(C)(c3nnc(-c4ccncc4)o3)C2)cc1 (stereo unspecified)
    x	x	0.9	-0.5	2	-5	0.2	-2	i	1
c1ccc(-c2cn3nc(-c4ccccc4)cnc3n2)cc1
    28	2	-0.7	x	-4	1	7.7	3	-0.3	-11
COCCN(Cc1nc(C2(c3ccc(C)cc3)CCCC2)no1)C(C)C
    39	2	-0.7	1.1	-12	20	-0.3	-6	-0.5	11
Fc1ccc(-c2nc3c4ccccc4ccn3c2Cc2ccccc2)cc1
    x	x	x	1.2	x	3	-0.1	4	-0.2	-1
O=C(c1ccccc1[N+](=O)[O-])n1cnc2ccccc21
    17	-4	-0.2	1.1	0	-3	-0.7	-1	-9.1	1
CC1(C)CC(=O)c2cc(C(=O)NNc3ccccc3)c(=O)n(-c3ccccc3)c2C1
    8	2	-0.2	3.1	2	-3	-1.7	-3	-0.2	5
O=C(CN1CCCCC1)NCC1(c2ccccc2)CCCC1
    17	2	-0.4	1.3	-4	8	0.9	0	i	-4
O=C1CC(c2cccc([N+](=O)[O-])c2)c2cc3c(cc2N1)CCC3 (stereo unspecified)
    -6	3	0.9	0.1	2	20	-1.1	-7	-0.4	10
Cc1ccc(Oc2cc(N3CCOCC3)nc(-c3ccccc3)n2)cc1
    20	-4	-0.7	x	-4	-9	0.4	0	x	-1
Cc1nnc(SCC(=O)Nc2ccc(N3CCOCC3)cc2)o1
    -4	0	-0.9	x	-5	-3	1.1	0	-0.4	9
COC(=O)c1ccc(COc2ccccc2/C=N/NC(N)=O)o1
    5	-1	x	1.0	i	1	0.7	-1	-0.4	3
COc1cccc(NC(=O)Cc2ccc3ccccc3c2)c1
    31	0	6.0	0.9	-13	-3	-8.2	-5	-0.6	10
CCOc1ccc(Cl)cc1S(=O)(=O)n1nnc2ccccc21
    -9	0	-0.6	-3.0	-10	-3	-0.1	-2	i	9
O=C(COc1ccc(Br)cc1)NNC(=O)Cc1ccc(S(=O)(=O)N2CCOCC2)s1
    x	x	0.8	0.2	10	-7	0.0	-7	i	-5
O=C(Nc1ccc(CN2CCOCC2)cc1)c1cc2ccccn2n1
    8	-4	0.5	1.4	7	3	-0.6	-2	-0.6	-4
C/C(=N\NC(=O)c1ccc(-n2cnnn2)cc1)c1ccc(C)cc1
    x	x	-0.9	-3.8	x	-12	-0.8	-2	0.8	11
NC(=O)CC(NC(=O)Cc1ccc(Br)cc1)c1ccc(NCCOc2ccccc2)c([N+](=O)[O-])c1 (stereo unspecified)
    11	x	1.1	3.3	5	12	-0.4	-5	-0.3	-12
Cc1cc(SCCC(=O)O)nc2ccccc12
    6	-1	-0.7	x	1	-5	-0.1	-3	i	-1
COc1ccc(CNC(=O)c2cccnc2Sc2ccc(Cl)cc2)cc1
    7	5	-1.2	1.4	-20	3	-0.6	-2	-0.4	x
O=C(C[n+]1cccc(Br)c1)c1ccccc1
    x	0	0.8	1.4	1	1	-5.3	8	-0.9	-6
COCC(=O)N/N=C\c1cccc(OC)c1OC/C=C/c1ccccc1
    10	-2	0.7	1.4	x	3	1.1	-6	-4.5	-3
CCCN1Cc2cc(OC)ccc2-c2ccccc2S1(=O)=O
    x	x	-1.2	1.4	12	-5	-0.9	3	i	8
COc1cc(/C=C(\C#N)C(=O)Nc2ccccc2F)ccc1OCCN1CCOCC1
    10	-3	-1.5	0.9	-3	10	1.7	-2	1.1	-10
COC(=O)CNC(=O)CN1c2cccc3cccc(c23)S1(=O)=O
    7	-3	0.3	x	12	0	-0.8	-1	i	-2
O=C(Nc1ccccc1C(=O)NCCN1CCOCC1)c1ccc(Cl)cc1Cl
    23	-2	-1.1	1.7	2	-1	-0.2	1	-0.2	0
COC(=O)CSc1nnc(-c2sc3ccccc3c2Cl)o1
    12	3	1.2	x	-5&-9	4	-0.8	-1	20	0
CNc1nc(Oc2ccccc2C(=O)OC)nc(SC)n1
    14	6	-1.1	x	-10	-9	2.8	2	i	-3
CC(C)c1ccc(/C=C2\SC(=O)N(CC(=O)NC3C=CS(=O)(=O)C3)C2=O)cc1 (stereo unspecified)
    -9	3	0.9	0.8	-13	16	-0.4	-2	-0.3	22
Clc1ccc(C=NN2CCCCCC2)c(Cl)c1
    x	x	-0.5	1.0	-7	6	-0.9	3	i	-6
C=CCn1c(N)c(C(=O)NCc2cccnc2)sc1=S
    32	5	0.2	x	-1	5	-0.5	-5	5.1	10
O=C(COC(=O)c1cccs1)Nc1cccc(S(=O)(=O)N2CCCCC2)c1
    x	x	-0.5	-4.0	-4	2	0.3	-1	i	7
Cc1cccc(C(=O)N2CCCC(N3CCN(c4ccc(F)cc4)CC3)C2)n1 (stereo unspecified)
    3	-2	-0.4	-8.5	-11	-6	-1.3	0	7.1	-9
COCCn1c(=S)[nH]c2cc(C(=O)NC3CCCCC3C)ccc2c1=O (stereo unspecified)
    x	x	x	0.8	x	5	0.1	-4	-0.3	-6
COc1ccc(CN(C(=O)/C=C/c2ccco2)C2CCS(=O)(=O)C2)cc1OC (stereo unspecified)
    2	0	2.6	0.7	-7	1	-2.0	-3	i	13
COCCCNC(=O)c1ccc(-n2nc(C(F)(F)F)cc2-c2cccs2)cc1
    7	0	1.6	x	-13	16	-0.1	0	3.2	-5
CCn1cc([N+](=O)[O-])c(C(=O)NCc2ccc3c(c2)OCO3)n1
    2	-8	-1.8	0.8	0	8	4.8	5	0.0	5
Cc1ccc(C(=O)COC(=O)CCS(=O)(=O)c2ccccc2)cc1[N+](=O)[O-]
    x	x	-0.2	0.3	-3	6	x	x	i	-5
O=C(NS(=O)(=O)c1ccc2ccc(S(=O)(=O)NCCSc3ccccc3)cc2c1)c1cccc2ccccc12
    x	x	x	-2.5	x	x	0.4	-14	x	28
Cc1ccccc1C1C(C#N)=C(N)N(N(C)C)C2=C1C(=O)CC(C)(C)C2 (stereo unspecified)
    18	-4	-0.1	-0.3	-8	-6	4.6	3	0.9	17
COc1ccc(C(=O)NC(CC(C)C)C(=O)O)cc1OC (stereo unspecified)
    -13	1	-0.4	x	1	5	u	-3	i	-2
CSc1ccc(/C=N/n2c(Cc3ccc(Br)cc3)n[nH]c2=S)cc1
    -1	2	-0.7	-5.1	x	-2	0.6	3	-0.4	10
COc1ccc(CCNC(=S)NC(=O)c2c(-c3ccccc3Cl)noc2C)cc1OC
    -10	-2	-0.4	-0.1	-6	34	-0.7	2	i	3
CCNC(=O)CN1C(=O)NC(CCc2ccccc2)C1=O (stereo unspecified)
    3	0	0.9	x	-20	0	-1.1	-5	i	2
Cn1c(SCC(=O)NC2CC2)nnc1-c1cccc(NC(=O)c2ccccc2F)c1
    12	4	1.3	x	-2	2	0.8	1	-3.0	-12
O=C(CSCc1c(F)cccc1Cl)NCc1ccco1
    -12	-5	1.2	x	6	-2	u	-1	-1.0	-1
CCc1ccccc1NC(=O)CSC1=C(C#N)C(c2ccc3c(c2)OCO3)C2=C(CCCC2=O)N1 (stereo unspecified)
    -29	0	3.3	x	-13	15	1.7	2	-0.7	2
CCOc1ccc(/C=C\c2nc(O)c([N+](=O)[O-])c(=O)[nH]2)cc1OCC
    17	-3	-0.2	0.9	-7	-5	-3.0	-3	-1.4	-14
COc1ccc(-n2nc([N+](=O)[O-])c(=NCCC3=CCCCC3)n2O)cc1
    -14	5	0.2	2.0	14	23	-0.9	-8	-0.2	9

# Screens: PubChem BioAssay, several laboratories

# Only part of the results is shown. The share of hits here may be higher or lower than overall.
